Screening data (PubChem)
Nrf2 block – blocks Nrf2 signaling. A549 ARE-Fluc reporter, luciferase luminescence, 18-24 h. Potency, µM (doses to about 46 µM), for inactives: at the top dose activity change, negative = inhibition, actives largely listed as inhibitors. 360,000 compounds, 2.1% hits. AID 504444; note: potency is the fitted concentration of half-maximal effect; % is set by controls: 0 for no effect and ±100 for the full control effect; nearly all actives have a fitted effect of over 60% in size
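Quantitative HTS in A549 cells stably bearing an antioxidant response element-firefly luciferase construct. Inhibition of Nrf2-driven transcription was scored by luminescence after 18-24 h of compound exposure at 37 °C.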
Nrf2 activator – Nrf2 pathway activation | AREc32 ARE-luciferase reporter (MCF7-derived line), luminescence, 24 h | Potency, µM (highest dose often 46.1 µM), inactives show at the highest dose activation, hits mostly activators | 410,000 compounds, 0.31% hits | AID 624171; note: potency is the fitted concentration of half-maximal effect; % of control where 0% means no effect; nearly all actives have a fitted effect of over 65% in size
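Each well held 1000 AREc32 cells, which were incubated with compound for 24 hr at 37 deg C after overnight attachment, and ARE reporter activity was quantified by firefly luciferase luminescence.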
A549 tox – kills or reduces viability of A549 cells in Nrf2 counter-screen; A549 ARE-Fluc cells, CellTiter-Fluor viability, 18-24 h; Potency, µM (highest dose often 46 µM), for inactives: at the highest dose activity change, negative = cytotoxicity, actives largely listed as inhibitors; 390,000 compounds, 0.16% hits; note: potency is the fitted concentration of half-maximal effect; % is set by controls: 0 for no effect and ±100 for the full control effect
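A549 ARE-Fluc cells in 5% FBS OPTI-MEM, 5000 cells/well, rested 2 h then exposed to compounds in concentration-response for 18-24 h at 37 °C. Viability by CellTiter-Fluor fluorescence (Ex 405/Em 525) after 30 min; luciferase luminescence (BugLite, 15 min, RT) read afterwards.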
CCT chaperon mod – modulators of cytosolic chaperonin (CCT/TRiC) activity | AID 651819 | 360,000 compounds, 0.3% hits | activity change, % (concentration not given with the values), hits read low | purified chaperonin ATPase assay, HTRF ADP detection, 30 min; in the data active = activity change below about -30%; note: % is set by controls: 0 for no effect and ±100 for the full control effect
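Enzyme 40 or 20 nM (batch-dependent) in Tris pH 7.4/KCl/MgCl2/DTT; cpd 76 uM single point; ATP 10 uM; 30 min 37 °C; Transcreener ADP HTRF detection, 30 min RT; ratio 665/615.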
MmCpn inh – inhibitors of Methanococcus maripaludis chaperonin (MmCpn) | purified Mm-Cpn ATPase, ADP Transcreener TR-FRET | Potency, µM (highest dose often 76.9 µM), inactives show at the top dose activity, negative = inhibition, most hits filed as inhibitors | 330,000 compounds, 0.031% hits | AID 504842; note: potency is the fitted concentration of half-maximal effect; % is set by controls: 0 for no effect and ±100 for the full control effect; nearly all actives have a fitted effect of over 80% in size
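Reaction buffer contained 30 mM Tris pH 7.4, 100 mM KCl, 5 mM MgCl2 and 1 mM DTT. Mm-CPN (25 nM final) hydrolysed 10 uM ATP over 30 min at 37°C; ADP was read by HTRF.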
pAkt inh – blocks phosphorylation of Akt | Neuro2A IGF-stimulated pAkt S473 HTRF, 20 min; hits give low values | activity change, % for hits at 50 µM | 360,000 compounds, 0.32% hits | AID 651550; in the data active = activity change below about -80%; inconclusive = mostly about -51% to -80%; note: % is set by controls: 0 for no effect and ±100 for the full control effect
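Neuro2A cells in DMEM with 0.5% FBS, overnight at 37 deg C, given compound at single 50 µM final, then IGF (6 nM final) for 20 min at 37 deg C. Lysed; phospho-Akt Ser473 by HTRF after 24 h, 665/615 ratio.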
EPAC2 antagonist – EPAC2 (human) antagonism; Q8WZA2; EPAC2 GEF exchange of Rap1B-BODIPY-GDP, fluorescence; Potency, µM (top dose mostly 114 µM), for the others: at the top dose activity, negative = inhibition, usual class: inhibitors; 360,000 compounds, 0.18% hits; AID 720708; note: potency is the fitted concentration of half-maximal effect; % is set by controls: 0 for no effect and ±100 for the full control effect; nearly all actives have a fitted effect of over 45% in size; many of its hits are not listed in these tables
Target sequence (Q8WZA2 whole entry, looked up): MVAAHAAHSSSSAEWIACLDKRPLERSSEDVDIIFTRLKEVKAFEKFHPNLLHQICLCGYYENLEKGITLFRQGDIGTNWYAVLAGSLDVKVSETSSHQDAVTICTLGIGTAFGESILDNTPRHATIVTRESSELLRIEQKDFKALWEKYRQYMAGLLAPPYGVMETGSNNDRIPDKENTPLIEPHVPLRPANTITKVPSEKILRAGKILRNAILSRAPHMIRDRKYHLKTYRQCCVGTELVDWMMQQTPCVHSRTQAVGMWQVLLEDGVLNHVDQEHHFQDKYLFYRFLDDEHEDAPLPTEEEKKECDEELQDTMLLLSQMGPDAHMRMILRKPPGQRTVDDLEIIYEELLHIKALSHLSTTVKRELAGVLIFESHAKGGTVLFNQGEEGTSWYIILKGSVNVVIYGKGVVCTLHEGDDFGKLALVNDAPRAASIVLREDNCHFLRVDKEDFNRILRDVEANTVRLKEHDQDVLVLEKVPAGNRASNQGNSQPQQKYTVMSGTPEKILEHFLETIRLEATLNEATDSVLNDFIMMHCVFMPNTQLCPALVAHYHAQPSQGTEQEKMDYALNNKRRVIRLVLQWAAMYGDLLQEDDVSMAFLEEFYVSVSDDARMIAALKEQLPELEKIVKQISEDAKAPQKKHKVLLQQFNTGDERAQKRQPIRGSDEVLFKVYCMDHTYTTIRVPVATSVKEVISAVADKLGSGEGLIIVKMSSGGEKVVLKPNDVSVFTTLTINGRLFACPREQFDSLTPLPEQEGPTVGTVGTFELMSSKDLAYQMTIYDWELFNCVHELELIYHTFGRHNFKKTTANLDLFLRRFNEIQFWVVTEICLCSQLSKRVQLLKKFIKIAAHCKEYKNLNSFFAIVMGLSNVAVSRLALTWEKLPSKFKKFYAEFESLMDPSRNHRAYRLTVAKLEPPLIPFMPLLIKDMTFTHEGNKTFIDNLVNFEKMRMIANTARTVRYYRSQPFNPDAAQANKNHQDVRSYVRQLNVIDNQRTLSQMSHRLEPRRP
TGFb inhibitor – inhibitors of TGF-b signaling. 410,000 compounds, 1.2% hits. Potency, µM (titrated, usually from 46.1 µM), for the others: top-dose activity, negative = inhibition, hits mostly inhibitors. HepG2 CAGA-GFP TGF-b/SMAD3 reporter, GFP fluorescence, 18 h; TGF-beta stimulated, 500 pg/mL final. AID 588855; note: potency is the fitted concentration of half-maximal effect; % is set by controls: 0 for no effect and ±100 for the full control effect; nearly all actives have a fitted effect of over 65% in size
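First, reporter cells (HEPG2 CAGA-GFP) rested 2 h at 37 degrees C. Next, compounds were pinned in and TGF-beta added to 500 pg/mL final. After 18 h, GFP was imaged per cell and summed per well.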
EPAC2 agonist – EPAC2 (human) agonism; EPAC2 activation, biochemical qHTS; response scale: 100% = 6.5 mM cAMP response; Potency, µM (titrated, usually from 154 µM), without a hit: top-dose activation, usual class: activators; AID 720711; 360,000 compounds, 0.079% hits; note: potency is the fitted concentration of half-maximal effect; nearly all actives have a fitted effect of over 50% in size
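In this primary screen, activation is scored as increased exchange of BODIPY-GDP from Rap1B by 100 nM EPAC2, with 50 uM GDP as competitor. Signal is normalized to the 6.5 mM cAMP agonist control.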
Numbers without * were called inactive; i = inactive; ? = inconclusive; nt = no result given; [ ] = another dose, or the depositor's remark. Unless noted, calls come from the whole dose curve; as a rule, active = well fitted curve in the direction sought with a large enough effect; inconclusive = small, poorly fitted or top-dose-only effect, or another doubt; inactive = no such curve, though single readings can be large; an effect the other way counts as inactive or inconclusive. An excerpt (hit frequency here may not be typical).

Sequence of screens – A549 tox	Nrf2 activator	TGFb inhibitor	CCT chaperon mod	EPAC2 antagonist	pAkt inh	EPAC2 agonist	Nrf2 block	MmCpn inh
1. COc1cc(OC)c(NS(=O)(=O)c2ccc(Cl)c(C(=O)OC(C)C(=O)N3CCCC3)c2)cc1Cl (stereo not given)
    -4.5%	2.3%	?	-3.5	-6.5%	i	22.2%	?	-10.4%
2. O=C(CN1C(=O)COc2ccccc21)NCCCN1CCOCC1
    -3.6%	1.4%	-7.1%	-0.1	2.9%	i	7.5%	?	-0.6%
3. CCCCCOC(=O)Cn1c(=O)c2c(nc(N3CCOCC3)n2C)n(C)c1=O
    -21.6%	-0.2%	11.6%	-0.1	13.2%	i	-3.5%	17.6%	0.9%
4. COc1ccc(NC(=O)Cn2c(=O)n(-c3ccccc3)c(=O)c3sccc32)c(OC)c1
    -13.6%	-0.6%	-9.6%	-1.8	-5.8%	i	9.0%	?	1.3%
5. COc1ccc(CC(=O)OCC(=O)N2CCCc3ccccc32)cc1
    -0.5%	0.3%	-3.3%	-0.7	5.7%	i	-1.0%	14.6%	0.4%
6. O=c1c2oc3ccccc3c2ncn1Cc1cccc(Cl)c1
    11.4%	2.5%	3.6%	-1.2	5.0%	i	7.2%	16.1%	0.1%
7. Cc1ccc(NC(=O)CSc2nnc3ccccn23)c(Cl)c1
    nt	3.4%	-2.7%	0.7	5.7%	i	10.8%	nt	nt
8. CC1CCCCC1Nc1nc2ccc(Cl)cc2n2cnnc12 (stereo not given)
    ?	2.1%	?	-1.1	?	i	-7.3%	?	-3.7%
9. O=C(O)C1CCCN(S(=O)(=O)c2ccc(Br)cc2)C1 (stereo not given)
    9.0%	-0.2%	15.4%	1.4	21.7%	i	4.4%	nt	-2.5%
10. CCc1nnc(NC(=O)c2nn(-c3ccccc3)nc2C)s1
    -1.1%	?	25.8%	-5.2	-17.7%	i	6.7%	6.2%	-2.4%
11. COc1ccc(NC(=O)CCNS(=O)(=O)c2ccccc2F)cc1S(=O)(=O)N1CCOCC1
    -1.6%	-1.1%	-9.5%	2.9	-13.8%	i	5.0%	-6.7%	nt
12. O=C(NCc1ccccc1)C1CCCN(C(=O)Nc2ccccc2)C1 (stereo not given)
    nt	2.2%	-13.8%	-1.3	9.4%	i	-0.4%	-25.5%	0.1%
13. COc1cccc(C(=O)/C=C/Nc2ccc(S(=O)(=O)Nc3onc(C)c3C)cc2)c1
    -2.1%	4.2%	-19.3%	-2.5	2.0%	i	3.1%	12.6%	0.2%
14. O=C(Nc1ccc(Br)cc1)c1ccc2ncsc2c1
    1.0%	0.7%	-26.9%	-0.3	5.2%	i	0.7%	?	-17.3%
15. CCOc1ccc(OCC)c(NC(=O)CC2Oc3ccccc3NC2=O)c1 (stereo not given)
    -1.9%	4.2%	-11.2%	0.0	-22.9%	i	-4.3%	-18.2%	-0.4%
16. CCNC(=O)c1c(NC(=O)c2cc(-c3cc(C)cc(C)c3O)n[nH]2)sc2c1CCCC2
    1.4%	0.3%	3.7%	-1.2	1.1%	i	0.8%	-0.6%	nt
17. Cc1cc(C)c(NC(=O)CSc2nc3ccc(NC(=O)CSc4nnnn4Cc4ccccc4)cc3s2)c(C)c1
    16.0%	-0.4%	4.2%	-0.3	-5.8%	i	8.9%	16.3%	nt
18. N/C(=N\OC(=O)COc1ccc2ccccc2c1)c1cccnc1
    10.0%	4.1%	-29.8%	-1.2	0.8%	i	11.6%	5.3%	1.2%
19. COc1ccc(Cn2cccc(NC(=O)Nc3cccc(OC)c3)c2=O)cc1
    ?	0.2%	?	-1.6	6.2%	i	17.5%	5.17µM*	-0.8%
20. COC(=O)/C=C/C(=O)Nc1cccnc1
    -23.1%	?	0.0%	-7.7	-2.6%	i	2.3%	?	1.1%
21. COc1cccc(C2CC(c3cccs3)=NN2S(C)(=O)=O)c1OC (stereo not given)
    9.7%	0.8%	-6.3%	-1.5	-1.0%	i	4.2%	-7.1%	-0.1%
22. CCC(=O)Nc1ccc(-c2nnc(-c3ccccc3)o2)cc1
    -16.6%	-0.5%	17.2%	-1.9	2.9%	i	-7.5%	?	-3.8%
23. O=C(CN(c1ccccc1F)S(=O)(=O)c1ccccc1)Nc1ccccc1C(=O)N1CCOCC1
    0.1%	0.1%	-0.9%	0.3	0.6%	i	6.5%	19.0%	-0.4%
24. COc1ccc(OC)c(CN2CCC(C(=O)N(C)CCc3ccc(OC)c(OC)c3)CC2)c1
    -0.9%	0.3%	1.6%	-1.8	-0.7%	i	4.6%	-4.9%	0.0%
25. COC(=O)c1ccc(N2CCN(C)CC2)c(NC(=O)c2cc3ccccc3o2)c1
    4.9%	0.4%	2.0%	-9.2	8.7%	i	-9.0%	7.9%	0.9%
26. CN(C)c1ccc(C(=O)/C=C/c2ccccc2)cc1
    1.0%	?	-3.5%	-9.8	26.4%	i	-42.1%[inhibitor]	?	-3.8%
27. CC(C)Sc1nc2c([nH]c3ccccc32)c(=O)n1C
    0.7%	5.9%	-5.5%	-1.3	3.0%	i	1.0%	?	-0.1%
28. CC(C)(CC(=O)O)CC(=O)Nc1ccc(Cl)c(Cl)c1
    -4.4%	-0.1%	-4.1%	0.5	1.9%	i	8.1%	7.3%	0.9%
29. O=C(COC(=O)/C=C/c1cccc(C(F)(F)F)c1)NCc1ccco1
    -3.3%	3.3%	-6.4%	1.1	-16.0%	i	0.2%	-24.8%	-1.3%
30. CC(=O)c1ccc(NC(=O)CSc2ccc3nnc(CCNS(=O)(=O)c4ccc(C)cc4)n3n2)cc1
    0.6%	4.8%	44.0%[activator]	nt	nt	nt	nt	28.8%	nt
31. COc1ccccc1NC(=O)N1CCCC1C(=O)NCc1ccccc1 (stereo not given)
    -5.3%	0.1%	-10.9%	-1.8	0.6%	i	-2.1%	-8.3%	1.7%
32. Cc1ccc(NC(=O)CN2CCOCC2)cc1Cl
    0.0%	2.3%	-2.1%	0.4	-8.5%	i	6.0%	-2.8%	0.5%
33. O=C(OCc1cnc(Cl)s1)c1ccccc1Cl
    0.8%	-0.1%	22.8%	1.4	-6.7%	i	17.0%	nt	2.6%
34. CCOC(=O)C[C@@H](C#N)NC(=O)[C@@H]1CCCN1C(=O)[C@@H](NC(=O)c1ccc(N)c(Cl)c1)C(C)(C)C
    nt	-0.7%	?	nt	5.0%	nt	3.3%	nt	nt
35. CC1CCN(C(=O)c2cccc(S(=O)(=O)N3CCN(c4ccccc4)CC3)c2)CC1
    -4.0%	-0.5%	-3.5%	2.0	-0.2%	i	-3.0%	-14.8%	-3.9%
36. CCc1ccc(NC(=O)COC(=O)c2cccs2)cc1
    -4.6%	-0.8%	0.3%	-0.3	1.4%	i	2.1%	?	1.4%
37. CN(C)C(=S)Oc1ccccc1C1SCCS1
    nt	0.6%	3.8%	-0.3	-18.2%	i	-2.0%	nt	nt
38. COc1ccccc1N(Cc1ccccc1)S(=O)(=O)c1cccc(C(=O)Nc2ccccn2)c1
    -8.0%	3.7%	-21.3%	-0.8	-6.3%	i	15.8%	3.2%	2.3%
39. COc1cc(C(=O)NCc2ccncc2)cc(OC)c1OC
    -4.7%	-0.3%	-11.8%	-2.2	4.9%	i	5.8%	7.1%	3.4%
40. CCS(=O)(=O)Nc1cc2c3c(c1)CCC(=O)N3CCC2
    1.0%	1.9%	30.9%	-2.9	0.9%	i	11.0%	-15.7%	4.0%

Full records, quoted from the list:
`CC(C)Sc1nc2c([nH]c3ccccc32)c(=O)n1C` is entered as A549 tox: 0.7%; Nrf2 activator: 5.9%; TGFb inhibitor: -5.5%; CCT chaperon mod: -1.3; EPAC2 antagonist: 3.0%; pAkt inh: i; EPAC2 agonist: 1.0%; Nrf2 block: ?; MmCpn inh: -0.1%
`COc1ccc(OC)c(CN2CCC(C(=O)N(C)CCc3ccc(OC)c(OC)c3)CC2)c1` is entered as A549 tox: -0.9%; Nrf2 activator: 0.3%; TGFb inhibitor: 1.6%; CCT chaperon mod: -1.8; EPAC2 antagonist: -0.7%; pAkt inh: i; EPAC2 agonist: 4.6%; Nrf2 block: -4.9%; MmCpn inh: 0.0%

Look-ups from the entries so far:
cpd 8 | CCT chaperon mod = -1.1
cpd 5 | EPAC2 agonist = -1.0%

(more compounds)
Sequence of screens – A549 tox	Nrf2 activator	TGFb inhibitor	CCT chaperon mod	EPAC2 antagonist	pAkt inh	EPAC2 agonist	Nrf2 block	MmCpn inh
41. CCn1cc(/C=C(\NC(=O)c2ccc(OC)c(OC)c2)C(=O)NCCCO)c2ccccc21
    2.5%	0.4%	14.5%	-3.6	2.3%	i	-7.6%	-16.6%	3.1%
42. COc1ccc(S(=O)(=O)NCCCn2ccnc2)cc1Cl
    -3.7%	-0.8%	-1.1%	-1.4	-0.3%	i	11.0%	-3.5%	2.7%
43. OC[C@H]1O[C@@H](O[C@@H]2[C@@H](CO)O[C@@](O)(CO)[C@H]2O)[C@H](O)[C@@H](O)[C@H]1O
    -7.3%	-1.3%	-1.3%	0.8	-1.7%	i	-0.9%	-1.4%	1.1%
44. CC(C)c1ccc(CN(C)CC(O)c2ccccc2)cc1 (stereo not given)
    4.1%	-0.2%	4.1%	-1.5	15.3%	i	3.2%	0.8%	0.6%
45. CC(C)=C(NC(=O)c1ccccc1Cl)C(=O)NCCc1nc2ccccc2[nH]1
    nt	0.6%	11.2%	-1.4	7.1%	i	2.5%	nt	nt
46. COc1ccc(C(C)NC(=O)C2CCCO2)cc1OC (stereo not given)
    -6.1%[1.84 µM]	0.2%	-15.9%	2.0	5.5%	i	-5.5%	0.5%	-0.7%
